Source: PubChem (National Center for Advancing Translational Sciences (NCATS))
D2 agonist: HTS Assay for Allosteric Agonists of the Human D2 Dopamine Receptor: Primary Screen for Agonists; D(2) dopamine receptor (Homo sapiens), P14416; HEK293 T-REx D2 cells, calcium flux agonist mode; activation, % at 2 µM; 340,000 compounds, 0.53% hits; AID 485358, 2010;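 active = activation over 3 SD above normal in the single-dose calcium agonist read, cut at about 30% in these data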; also: 0% is about no effect
Target sequence (P14416 whole entry, looked up): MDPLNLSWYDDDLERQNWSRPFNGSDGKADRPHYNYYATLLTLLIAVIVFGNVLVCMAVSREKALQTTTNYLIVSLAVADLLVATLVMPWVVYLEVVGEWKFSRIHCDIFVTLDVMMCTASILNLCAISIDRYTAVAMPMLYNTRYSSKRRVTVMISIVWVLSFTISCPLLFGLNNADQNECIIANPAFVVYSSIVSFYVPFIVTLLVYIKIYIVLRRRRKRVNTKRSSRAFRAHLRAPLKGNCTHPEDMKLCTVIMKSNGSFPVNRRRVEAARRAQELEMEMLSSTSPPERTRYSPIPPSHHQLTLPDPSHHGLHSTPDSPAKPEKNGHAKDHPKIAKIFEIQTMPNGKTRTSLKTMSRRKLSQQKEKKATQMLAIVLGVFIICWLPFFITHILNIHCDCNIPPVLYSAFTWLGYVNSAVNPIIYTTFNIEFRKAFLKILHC
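Agonism is scored from calcium flux in a force-coupled, inducible HEK293 cell line expressing D2, read kinetically for 180 s after compound addition against dopamine controls.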
D1 potentiator: Potentiators of Human D1 Dopamine Receptor: qHTS. D(1A) dopamine receptor (Homo sapiens), P21728. HEK293 TREx D1 cells, calcium flux, dopamine EC20 potentiation. potentiation, % at 10 µM. 360,000 compounds, 0.036% hits. AID 504651, 2011; in the data active = potentiation above about 30%; also: 0% is about no effect
Target sequence (P21728 whole entry, looked up): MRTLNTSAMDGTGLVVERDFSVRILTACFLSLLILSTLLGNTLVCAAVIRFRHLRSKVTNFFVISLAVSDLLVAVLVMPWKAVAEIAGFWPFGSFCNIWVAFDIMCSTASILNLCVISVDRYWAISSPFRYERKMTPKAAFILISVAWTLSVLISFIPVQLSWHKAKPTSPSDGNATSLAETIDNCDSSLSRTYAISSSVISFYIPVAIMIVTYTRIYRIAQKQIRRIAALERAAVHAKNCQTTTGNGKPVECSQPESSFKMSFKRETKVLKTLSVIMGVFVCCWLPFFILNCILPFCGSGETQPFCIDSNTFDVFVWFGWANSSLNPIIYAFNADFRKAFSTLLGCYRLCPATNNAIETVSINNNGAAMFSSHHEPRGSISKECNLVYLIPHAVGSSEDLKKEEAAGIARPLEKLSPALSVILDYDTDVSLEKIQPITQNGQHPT
TRHR agonist: qHTS for Small Molecule Agonists and Allosteric Enhancers of Human TRH Receptor: Primary Screen for Agonists. Thyrotropin-releasing hormone receptor (Homo sapiens), P34981. TRHR cells, calcium flux fluo-8, FDSS agonist mode. activation, % at 2 µM. 360,000 compounds, 0.18% hits; also: 0% is about no effect
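Fluo-8-loaded TRHR cells; 10 s baseline, compound added, kinetic Ca2+ fluorescence read 1/s, agonist mode.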
TRHR PAM: qHTS for Small Molecule Agonists and Allosteric Enhancers of Human TRH Receptor: Primary Screen for Enhancers; enhancement, % at 2 µM; 360,000 compounds, 0.66% hits; TRHR cells, fluo-8 calcium fluorescence, EC20 TRH enhancement; in the data active = enhancement above about 30%; also: 0% is about no effect
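Enhancer read-out: after compound pinning and an initial kinetic agonist-mode read, an EC20 of TRH (10 nM final) was injected and fluo-8 calcium signal (Ex 480/Em 530) followed at 1 s/cycle for 100 cycles in TRHR-expressing cells.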
D1 agonist: Allosteric Agonists of the Human D1 Dopamine Receptor: qHTS | D(1A) dopamine receptor (Homo sapiens), P21728 | HEK293 T-REx D1 cells, calcium flux, agonist mode | activation, % at 2 µM | 360,000 compounds, 1% hits; also: 0% is about no effect
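Tetracycline-induced HEK293 TREx D1 cells, force-coupled to calcium signalling, were dye-loaded with a no-wash calcium kit. Compound was pin-added after a 10 s baseline. Fluorescence was read kinetically at 1 cycle/s for 180 s, with calcium rises flagged as agonism.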
RXFP1 antag: qHTS Assay for Antagonists of the Relaxin Receptor RXFP1 | HEK293-RXFP1, relaxin-stimulated cAMP HTRF, 30 min; stronger effect = lower value | activity change, negative = inhibition, % at 57.5 µM | 350,000 compounds, 0.59% hits | AID 1259400, 2018;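 active = activity change of -60% or lower, but not beyond a set lower limit; inconclusive = change between -60% and -40%, or beyond the set limit; inactive = change above -40%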; also: % is scaled to controls: 0 for no effect and ±100 for the full control effect
D2 antagonist: HTS Assay for Allosteric Antagonists of the Human D2 Dopamine Receptor: Primary Screen for Antagonists. D(2) dopamine receptor (Homo sapiens), P14416. HEK293 TREx D2 cells, calcium flux, dopamine EC80. inhibition, % at 10 µM. 340,000 compounds, 2% hits. AID 485344, 2010; in the data active = inhibition above about 30%; also: 0% is about no effect
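HEK293 T-REx D2 cells, tet-induced, calcium dye no-wash. Cpd pintool add, 180 s kinetic, then EC80 DA, 180 s kinetic. Ca flux read.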
D2 potentiator: HTS Assay for Positive Allosteric Modulators of the Human D2 Dopamine Receptor: Primary Screen for Potentiators. D(2) dopamine receptor (Homo sapiens), P14416. HEK293 T-REx D2, calcium flux, EC20 dopamine potentiation. potentiation, % at 10 µM. 340,000 compounds, 0.34% hits;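 active = potentiation over 3 SD above the plate norm, cut at about 30% in these data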; also: 0% is about no effect
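Tetracycline-induced HEK293 T-REx cells force-coupled to calcium signalling expressed D2; compounds were pin-added after a 10 s baseline, read kinetically 180 s, then an EC20 dopamine challenge followed with a further 180 s calcium read.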
D1 antag: Antagonist of Human D 1 Dopamine Receptor: qHTS; D(1A) dopamine receptor (Homo sapiens), P21728; HEK293 TREx D1 cells, calcium flux, dopamine EC80; stronger effect = lower value; activity change, negative = inhibition, % at 10 µM; 360,000 compounds, 3.2% hits; AID 504652, 2011; in the data active = activity change below about -30%; also: % is scaled to controls: 0 for no effect and ±100 for the full control effect
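Kinetic fluorescence of a calcium dye serves as the read-out. D1-expressing Hek293 Trex cells, induced overnight at 30 C, are exposed to compound for 180 s before an EC80 dopamine addition, then read 180 s further.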
* = called active by the depositor; ? = inconclusive; . = no result given; & = joins results of further samples. Rule as the data show it, unless noted: active = activation above about 30%; inactive = the rest.

SMILES	D2 agonist	D1 potentiator	TRHR agonist	TRHR PAM	D1 agonist	RXFP1 antag	D2 antagonist	D2 potentiator	D1 antag
Cc1ccc(-c2cc(C(=O)NCc3ccccn3)no2)cc1	-0.5	-2	-1.3	4	4	-10	-13	.	3
COc1ccc(C(C)=O)cc1CN1C(=O)NC2(CCCCC2C)C1=O (centres undefined)	-0.4	2	-0.2	-3	0	0	-4	13	3
COc1ccc(CCNC(=S)NC(=O)c2ccc(Br)cc2)cc1OC	0.0	1	0.1	-5	2	2	-15	3	-5
CCCN1CCN(C(=O)c2ccccc2-c2nc3ccccc3s2)CC1	0.1	0	-0.5	-7	-4	0	28	-8	-6
CC(NC(=O)C(C)N1c2cccc3cccc(c23)S1(=O)=O)c1ccccc1 (centres undefined)	1.3	-2	-0.3	-1	4	-2	25	7	2
NC(=O)C1(C(N)=O)OC1c1ccccc1 (centres undefined)	0.8	-1	0.7	12	2	7	-2	14	-8
CCCCCCCC(=O)OCC(COC(=O)CCCCCCC)OC(=O)CCCCCCC	0.4	-2	0.4	-4	1	7	-1	-15	.
CCOC(=O)C(CCCOc1ccccc1C)C(=O)OCC	0.1	-7	-0.3	-9	9	-25	9	7	-5
O=c1cc(/C=C/c2cccs2)[nH]c2ccccc12	-0.5	3	-0.5	-5	3	7	13	-21	-5
O=C(Nc1ccccn1)c1ccc(S(=O)(=O)N2CCCCCC2)cc1	-1.4	-4	0.3	-3	1	-4	0	9	0
C=CCn1cnc2c(sc3nc(C)cc(C)c32)c1=O	0.4	-2	-0.4	-3	0	-3	15	-1	-1
O=C(O)COc1ccccc1/C=N/NC(=O)c1cccc(S(=O)(=O)N2CCOCC2)c1	-1.5	-9	1.1	0	5	-9	-9	5	-24
O=c1c2c(-c3ccccc3)csc2nc2c3ccccc3c(NCCN3CCOCC3)nn12	1.7	-4	3.4	-1	14	-19	15	0	18
O=C(Cc1cccc(C(F)(F)F)c1)Nc1cc(S(=O)(=O)N2CCOCC2)ccc1N1CCCC1	0.0	-24	1.6	-17	1	-7	10	-10	-43*
COc1ccc2cc3cc(C(=O)NCCN4CCc5ccccc5C4)oc3nc2c1	-0.6	-3	-0.2	-4	3	-16	-11	9	-12
COc1cc(C(=O)N2CCC(NC(=O)C(Cc3ccccc3C)NC(C)=O)CC2)cc(OC)c1OC (centres undefined)	0.6	11	-0.8	2	0	-9	5	-26	8
Cc1ccc(Cl)cc1N1CCN(C(=O)C2CCN(Cc3nc(-c4ccc(Cl)cc4)oc3C)CC2)CC1	1.4	-6	-0.2	2	-2	.	.	-2	1
CC(C)C(NC(=O)CN1C(=O)c2ccccc2C1=O)c1ccccc1 (centres undefined)	0.1	-7	0.1	-3	2	1	-3	-7	2
COCCC(C(=O)Oc1c(C(C)(C)C)cc(C)cc1C(C)(C)C)c1ccccc1 (centres undefined)	0.0	1	0.1	-4	2	.	-8	6	12
CCCCOc1ccc(/C=C/C(=O)Nc2ccc([N+](=O)[O-])cc2C)cc1	5.6	-2	3.7	-2	4	1	8	-2	-4

Three entries from above, arranged by length of the SMILES, falling.
SMILES	D2 agonist	D1 potentiator	TRHR agonist	TRHR PAM	D1 agonist	RXFP1 antag	D2 antagonist	D2 potentiator	D1 antag
Cc1ccc(Cl)cc1N1CCN(C(=O)C2CCN(Cc3nc(-c4ccc(Cl)cc4)oc3C)CC2)CC1	1.4	-6	-0.2	2	-2	.	.	-2	1
CCCCOc1ccc(/C=C/C(=O)Nc2ccc([N+](=O)[O-])cc2C)cc1	5.6	-2	3.7	-2	4	1	8	-2	-4
O=C(Nc1ccccn1)c1ccc(S(=O)(=O)N2CCCCCC2)cc1	-1.4	-4	0.3	-3	1	-4	0	9	0

Three entries from above, sorted by the value under D1 potentiator, smallest number first.
smiles	D1 potentiator
CCOC(=O)C(CCCOc1ccccc1C)C(=O)OCC	-7
CCCCCCCC(=O)OCC(COC(=O)CCCCCCC)OC(=O)CCCCCCC	-2
CCCN1CCN(C(=O)c2ccccc2-c2nc3ccccc3s2)CC1	0

Other compounds follow:
SMILES	D2 agonist	D1 potentiator	TRHR agonist	TRHR PAM	D1 agonist	RXFP1 antag	D2 antagonist	D2 potentiator	D1 antag
O=C(Nc1ccc(F)cc1F)c1cccc(C(=O)Nc2ccc(F)cc2F)n1	1.1	8	0.8	7	1	-4	8	13	-3
O=C(Nc1cccc(S(=O)(=O)N2CCCCC2)c1)c1ccco1	-0.5	-3	-0.1	-3	1	?	-7	-10	2
CSc1cccc(NC(=O)CN(c2cc(C)ccc2C)S(C)(=O)=O)c1	-0.6	-2	0.7	8	2	-15	-15	12	0
O=C(Cn1c(=O)c2ccccc2n(CC(=O)Nc2ccc(Cl)cc2)c1=O)NCCc1ccccc1	1.6	0	2.4	-1	5	-7	.	4	-1
CCCCc1nnc(NC(=O)CSc2nc(N)cc(=O)[nH]2)s1	-0.4	-2	1.8	-3	3	4	-4	-3	-20
OCCC1CN(Cc2ccc3nsnc3c2)CCN1C1CCCCC1 (centres undefined)	0.6	-6	0.3	-3	0	-4	-5	-18	-1
C=C1CC2C3CC[C@@]4(OCOC45COCO5)[C@@]3(C)C(O)CC2[C@@]2(C)CCC(=O)C=C12 (some centres undefined)	0.4	1	-0.2	3	0	-16	-7	17	20
Cc1nc(SCC(=O)N2CCN(c3ccccc3)CC2)[nH]c(=O)c1C	16	6	-0.1	-9	-1	-9	.	-12	-2
CC(=O)N1CC2(C)CN(C(C)=O)CC(C)(C1)C2O (centres undefined)	0.0	4	0.3	-7	2	-4	1	-13	-13
O=C(CSc1ccc(Cl)cc1)N1CCN(c2ccc(Cl)cc2[N+](=O)[O-])CC1	0.5	-7	-0.1	4	3	-7	-17	-11	-10
CC(=O)Nc1ccc(NC(=O)CC2Nc3cccc4cccc(c34)NC2=O)cc1 (centres undefined)	-0.1	-3	1.0	-2	2	4	-17	-2	-2
O=C(Nc1cccc(NC(=O)c2cccs2)c1)c1ccc2c(c1)OCO2	1.4	4	-0.2	-1	1	-7	16	-6	-25
O=C(Cc1ccc(Cl)cc1)Nc1ccc(C(=O)N2CCCCC2)cc1	0.7	1	0.3	3	3	2	1	2	8
CCC(=O)Nc1ccc(NC(=O)CSc2nnnn2C(C)C)cc1	1.9	-7	0.5	-1	4	7	-6	11	-11
O=C(c1cc2cc(C(F)(F)F)ccc2s1)N1CCOCC1	1.7	-3	-0.1	-3	1	1	1	15	-5
Cc1ccccc1Nc1c(-c2ccc(Br)o2)nc2ccc(Cl)cn12	2.9	-3	5.6	-5	2	-31	.	9	22
COc1ccc(NC(=O)COC(=O)c2ccc(S(=O)(=O)N3CCCCCC3)cc2)c(OC)c1	0.5	-5	-0.4	1	0	-14	-1	16	19
CSc1ccccc1C(=O)N1CCC(CCC(=O)NCc2ccc(F)cc2)CC1	0.9	0	-2.5	-9	11	-28	-6	15	-5
C=C(C)Cc1c(C)c(C#N)c2nc3ccccc3n2c1N1CCCCC1	0.1	-1	0.1	-13	3	11	0	-6	16
Cc1nc(C(=O)N2CCc3c([nH]c4ccccc34)C2c2cc(F)ccc2F)cs1 (centres undefined)	0.8	7	-0.1	-9	5	7	20	4	21
CCC(=O)c1ccccc1OCCN1CCN(Cc2ccccc2)CC1	-1.0	3	-0.2	0	3	-30	110*	-26	-17
CCN1CCN(C(=O)Cn2ncc3c([nH]c4ccc(C)cc43)c2=O)CC1	-1.1	-2	0.1	5	2	9	-6	-8	-1
COCCNC(=O)COc1ccc(Oc2ccccc2)cc1	0.5	-7	-0.3	-3	8	5	-9	-4	-4
O=C(Cn1[nH]c(=O)c2ccccc2c1=O)Nc1ccc(-c2nnc3n2CCCCC3)cc1	0.4	-1	-0.1	20	2	-3	1	5	1
COc1ccc(C2c3ccc(O)cc3Oc3ncn4nc(-c5cccnc5)nc4c32)cc1OC (centres undefined)	0.0	-3	-0.8	-2	5	-17	1	4	-2
CC(Oc1ccccc1)C(=O)N=C1SC2CS(=O)(=O)CC2N1c1cccc(F)c1 (centres undefined)	1.5	2	-0.1	1	0	5	-11	-3	11
Cc1cc(C)c2c(c1)cc(C)c1nnc(SCC(=O)N3CCCc4ccccc43)n12	-1.4	-1	-2.5	-10	1	-3	0	10	-11
Cc1cc(C)c(C2=CSC3=NS(=O)(=O)CCN23)c(C)c1	2.3	-4	0.3	-5	1	2	21	-1	-11
CCOC(=O)c1cc(-c2ccccc2)n(CC(=O)Nc2cc(Cl)c(OC)cc2OC)c1C	-0.2	0	0.4	3	1	-2	.	-3	1
COc1cc(/C=C/C(=O)N2c3ccccc3Sc3ccc(C(F)(F)F)cc32)cc(OC)c1OC	1.1	-6	0.4	4	2	-4	-3	-7	-17
Cc1cc2c(cc1S(=O)(=O)N1CCCCC1)OCC(=O)N2	0.1&0.1	-3&0	0.8&0.1	-1&-2	3&7	6&-1	5	15&4	-4&-20
CN=C(C)c1c(O)c2ccccc2oc1=O	0.0	-1	0.3	-5	2	-17	-5	-1	3
COC(=O)c1[nH]c2ccccc2c1NS(=O)(=O)c1ccc(OC)cc1OC	.	-2	3.2	-2	2	-8	.	.	-9
COC(=O)CSc1nc(C)c(C)c(C)c1C(N)=O	0.0	12	0.6	2	1	-1	-5	-1	5
c1ccc(C2CC(c3cccs3)n3nnnc3N2)cc1 (centres undefined)	0.2	5	1.2	1	5	8	5	-1	19
O=C(CSC1CC(=O)N(c2ccc(C(=O)O)cc2)C1=O)Nc1ccc2ccccc2c1 (centres undefined)	0.8	-4	0.8	3	1	6	-5	6	1
CCN(CC)C(=O)Cn1c(=O)n(CC(=O)N2CCCCC2)c(=O)c2sccc21	0.4	-3	-0.2	-4	5	1	33*	-1	-2
O=C(O)COc1ccc(/C=N/NC(=O)c2cn(-c3ccccc3)nc2-c2ccccc2)cc1	-0.8	10	-0.1	2	4	-19	-14	-10	-12
CCCCN(C)C(=O)c1cn(-c2cccc(OC)c2)c(=O)c2ccccc12	1.0	-5	0.6	1	1	-2	-1	2	6
O=C1N(Cc2cccc(Cl)c2)C[C@@H]2C[C@@H](c3cccn3-c3nccs3)N3CCC[C@@]123	-0.8	-2	1.6	-4	1	-11	1	-4	9
O=C(CSC1=NCCS1)Nc1ccc(F)cc1	0.5	-4	1.5	1	2	14	4	-1	0
COC(=O)c1c(C(=O)OC)c2ccccn2c1C(=O)c1ccc([N+](=O)[O-])cc1	.	0	-1.2	0	1	-15	.	.	-2
CC(=O)Oc1cc2c(C(=O)NCCN3CCOCC3)c(C)oc2c2ccccc12	.	3	0.0	-15	4	-10	.	.	3

Hits appear at their usual frequency (roughly 7.1% active in at least one column).
